GSTO1 inh: GSTO1 inhibition, counter-screen for RBBP9 inhibitors. inhibition, % at 5.96 µM. recombinant GSTO1, activity-based probe fluorescence polarization. P78417. 1.1% of 300,000 active;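 active = inhibition above the campaign mean inhibition plus 3 SD, cut at about 35% in these data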;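 note: 0% = GSTO1-1 with DMSO and 100% = wells lacking GSTO1-1 enzyme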
Target sequence (P78417 whole entry, looked up): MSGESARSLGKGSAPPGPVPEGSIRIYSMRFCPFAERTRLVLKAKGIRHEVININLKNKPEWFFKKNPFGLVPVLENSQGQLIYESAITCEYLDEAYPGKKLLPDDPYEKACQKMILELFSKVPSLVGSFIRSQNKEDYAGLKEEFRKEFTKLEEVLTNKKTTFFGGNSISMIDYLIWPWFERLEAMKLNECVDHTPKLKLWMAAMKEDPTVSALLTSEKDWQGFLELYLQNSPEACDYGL
PAD4 FP inh: inhibitors of human PAD4 | Q9UM07 | recombinant PAD4, RCA probe fluorescence polarization | inhibition, % at 6.36 µM | 0.41% of 330,000 active | AID 485272;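 active = percent inhibition above a cutoff equal to the mean of all tested compounds plus 3 SD, cut at about 15% in these data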;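 note: 0% = PAD4 with RCA probe and DMSO and 100% = probe without PAD4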
PREPL inhibitor: inhibitors of human prolyl oligopeptidase-like enzyme PREPL | recombinant PREPL, fluorescence polarization activity-based probe | inhibition, % at 5.96 µM | 0.68% of 320,000 active | Q4J6C6; in the data active = inhibition above about 43%;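 note: 0% = enzyme with DMSO and 100% = wells lacking enzyme; many of its hits are not listed in these tables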
pPAFAH FP inh: inhibitors of human plasma PAF acetylhydrolase (pPAFAH); Q13093; recombinant pPAFAH, FP-rhodamine probe fluorescence polarization; inhibition, % at 3.39 µM; 1.5% of 330,000 active; AID 463082;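 active = inhibition above the mean inhibition across the screen plus 3 SD, cut at about 25% in these data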;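 note: inhibitors block binding of the rhodamine activity-based probe so polarization drops; 0% = enzyme with DMSO and 100% = wells lacking pPAFAH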
Target sequence (Q13093 whole entry, looked up): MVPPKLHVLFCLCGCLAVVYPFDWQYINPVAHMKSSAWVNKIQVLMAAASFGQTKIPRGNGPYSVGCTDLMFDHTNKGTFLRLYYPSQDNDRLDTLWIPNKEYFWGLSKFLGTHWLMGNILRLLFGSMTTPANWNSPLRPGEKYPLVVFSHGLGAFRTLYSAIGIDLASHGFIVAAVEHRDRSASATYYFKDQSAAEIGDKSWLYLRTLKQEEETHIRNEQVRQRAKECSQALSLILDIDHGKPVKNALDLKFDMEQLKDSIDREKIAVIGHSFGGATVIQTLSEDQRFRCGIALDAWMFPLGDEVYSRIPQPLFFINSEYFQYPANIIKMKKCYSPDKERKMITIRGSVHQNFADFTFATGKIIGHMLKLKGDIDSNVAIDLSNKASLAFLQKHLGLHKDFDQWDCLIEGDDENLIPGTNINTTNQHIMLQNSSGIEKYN
LYPLA1 counter: LYPLA1 (human) inhibition in PME1 counter-screen; O75608; recombinant LYPLA1, FP-Rh probe fluorescence polarization; inhibition, % at 5.9 µM; 0.16% of 320,000 active; AID 2174;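 active = inhibition above the mean of all tested compounds plus 3 SD, set per campaign, cut at about 14% in these data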;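 note: inhibitors block serine hydrolase probe labeling of LYPLA1 so polarization falls; 0% = enzyme with DMSO and 100% = wells lacking LYPLA1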
PAFAH2 inh: inhibitors of human PAFAH2. inhibition, % at 3.39 µM. 0.99% of 340,000 active. recombinant PAFAH2, FP-rhodamine activity probe, fluorescence polarization. Q99487;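 active = inhibition above the mean over all tested compounds plus 3 SD, cut at about 30% in these data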;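 note: inhibitors block probe labeling of enzyme so polarization drops; 0% = enzyme with DMSO and 100% = wells lacking PAFAH2 protein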
PAFAH1B3 inh: PAFAH1B3 (human) inhibition | Q15102 | recombinant PAFAH1B3, FP-rhodamine probe, fluorescence polarization | inhibition, % at 3.39 µM | 0.28% of 340,000 active;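 active = inhibition above the screen-wide average of all tested compounds plus 3 SD, cut at about 25% in these data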;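 note: 0% = enzyme with DMSO only and 100% = wells lacking PAFAH1B3 protein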
Target sequence (Q15102 whole entry, looked up): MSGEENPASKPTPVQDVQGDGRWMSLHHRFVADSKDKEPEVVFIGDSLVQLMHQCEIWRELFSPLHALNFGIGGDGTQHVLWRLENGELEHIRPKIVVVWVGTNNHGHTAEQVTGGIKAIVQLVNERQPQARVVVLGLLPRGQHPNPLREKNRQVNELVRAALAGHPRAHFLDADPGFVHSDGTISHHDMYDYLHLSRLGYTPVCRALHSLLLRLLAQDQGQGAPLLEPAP
PAFAH1B2 FP inh: inhibitors of human PAFAH1B2; AID 492953; P68402; 1.2% of 340,000 active; inhibition, % at 3.39 µM; recombinant PAFAH1B2, FP-rhodamine activity probe, fluorescence polarization;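 active = inhibition above the mean of all tested compounds plus 3 SD, cut at about 24% in these data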;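 note: 0% = enzyme with DMSO and 100% = wells lacking PAFAH1B2; many of its hits are not listed in these tables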
LYPLA2 inh: blocks human lysophospholipase 2, a PME1 counter-screen | O95372 | recombinant LYPLA2, FP-Rh probe fluorescence polarization | inhibition, % at 5.9 µM | 0.38% of 320,000 active;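 active = inhibition above the screen-wide mean plus 3 SD, limit set per campaign, cut at about 26% in these data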;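 note: 0% = LYPLA2 with DMSO and 100% = wells lacking LYPLA2 enzyme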
* marks the source's active call; other numbers are inactive results; · = no result given. Some of the compounds tested (hit frequency here may not be typical).

SMILES | GSTO1 inh | PAD4 FP inh | PREPL inhibitor | pPAFAH FP inh | LYPLA1 counter | PAFAH2 inh | PAFAH1B3 inh | PAFAH1B2 FP inh | LYPLA2 inh
CC1(C2CC2)NC(=O)N(CC(=O)Nc2ccc(F)cc2F)C1=O (centres undefined) | · | -6 | 4 | 3 | -1 | -1 | 1 | 0 | -2
CC1(C)CC(c2nc(-c3ccc([N+](=O)[O-])cc3)cs2)CCO1 (centres undefined) | -4 | 1 | 3 | 5 | 0 | 2 | 3 | 4 | -2
C=CCn1c(COc2ccc(Cl)cc2)nnc1SCc1ccc(C#N)cc1 | 3 | -7 | 0 | -6 | -1 | -2 | -1 | 1 | 3
Cc1nn(-c2ccccc2)c2sc(C(=O)NC3CC3)cc12 | 1 | -3 | 17 | -4 | -3 | 5 | 3 | 1 | -3
O=C(NNc1ncnc2c1cnn2-c1ccc(F)cc1)c1ccco1 | 1 | -2 | -1 | 2 | 0 | 3 | 6 | 2 | -2
O=c1[nH]c2ccccc2cc1CN(CC1CCCO1)S(=O)(=O)c1ccccc1 (centres undefined) | 2 | -3 | -11 | 4 | 1 | 6 | 6 | 3 | -2
CC(=O)Nc1cccc(NC(=O)COc2ccccc2C)c1 | -3 | -9 | 3 | -2 | -3 | 6 | 6 | 4 | -5
Cc1ccccc1C(=O)N1CCC(C(=O)Nc2ccc(S(=O)(=O)N3CCCCC3)cc2)CC1 | -7 | -3 | 9 | -3 | 1 | -3 | -1 | 0 | 8
O=S(=O)(CCCc1ccccc1)c1ncn[nH]1 | -1 | -4 | 27 | -1 | -2 | -1 | 1 | 8 | -3
CC(Sc1ccccc1)C(=O)NCC1COc2ccccc2O1 (centres undefined) | -6 | -5 | -11 | -9 | 1 | 1 | 3 | 3 | -1
COc1ccc(NC(=O)CSc2ncccc2C(=O)OC(C)C)cc1OC | 7 | 0 | -4 | 11 | 3 | 3 | 6 | 1 | 3
COC(=O)c1c(NC(=O)C2COc3ccccc3O2)sc2c1CCN(C(C)=O)C2 (centres undefined) | -3 | 1 | 36 | 2 | -6 | -7 | 6 | 5 | -5
Cc1ccc(S(=O)(=O)N2CCN(C(=O)Cc3ccc(S(=O)(=O)N4CCOCC4)s3)CC2)cc1 | 2 | -9 | 4 | 4 | 0 | 3 | 5 | 5 | 4
COCCN(C(=O)COC(=O)Cc1cccc(OC)c1)c1c(N)n(Cc2ccccc2)c(=O)[nH]c1=O | 9 | 4 | -4 | 5 | 1 | 3 | 5 | -4 | -1
Cc1cccc(NC(=O)CSc2nnc(NC(=O)c3ccc(S(=O)(=O)N4CCOCC4)cc3)s2)c1C | -1 | -2 | -2 | 4 | 2 | · | · | · | 0
COCCN(CCOC)S(=O)(=O)c1ccc(NC(=O)c2cnccn2)cc1 | -4 | -2 | 10 | -2 | 4 | -8 | 9 | 6 | 10
CNC(=S)N(CCc1ccc(S(N)(=O)=O)cc1)C1CC(=O)N(c2ccccc2F)C1=O (centres undefined) | 0 | 4 | 15 | 0 | -4 | 1 | 1 | 4 | 4
Cc1ccnc(N2CCC(C(=O)NNC(=O)c3ccccc3)CC2)n1 | 5 | 3 | 10 | 3 | -2 | 4 | 10 | -1 | -6
COc1ccc(N2CCN(C(=O)COCC(=O)O)CC2)cc1 | 25 | 3 | 13 | -7 | -3 | -4 | 4 | 2 | -8
Cn1c(=O)c2c(nc(SCCN3CCCCC3)n2Cc2ccc(Cl)cc2)n(C)c1=O | -1 | 2 | -11 | 4 | -3 | 5 | 6 | 4 | -1
O=C(c1cccc(C(F)(F)F)c1)C1CCCN(C(=O)CCn2cnnn2)C1 (centres undefined) | -6 | -1 | -1 | -1 | 3 | 4 | 7 | 7 | 9
Cc1ccc(NC(=O)Cn2cc(C(=O)C3CC3)c3ccccc32)cc1 | 7 | -2 | -10 | 2 | 1 | 6 | 3 | 0 | -8
COc1cc(C2C(=O)c3ccccc3C2=O)ccc1O | 11 | -1 | 28 | 2 | -1 | 5 | 9 | 2 | 2
O=C(O)c1cc2c(ccc3ccccc32)[nH]1 | 14 | 1 | 5 | 3 | -2 | 0 | -4 | 10 | -5
O=C(CN1C(=O)CCS(=O)(=O)c2ccccc21)Nc1cccc(Cl)c1 | 12 | 0 | 9 | 0 | 0 | 3 | 6 | 5 | 14
COc1ccc(CCNC(=O)CCCn2nc(C)n3ccnc3c2=O)cc1OC | -1 | -2 | -14 | 1 | 6 | -4 | -3 | 4 | 11
CCCN1CCC(NC(=O)CC2C(=O)NCCN2Cc2ccccc2C)CC1 (centres undefined) | 0 | -3 | 7 | 3 | -1 | 5 | -2 | -9 | 0
Cc1ccccc1Nc1c(-c2ccncc2)nc2ccc(Cl)cn12 | 2 | -3 | -5 | 2 | -1 | 5 | 9 | 2 | -3
CCC(c1nnc(SCC(=O)Nc2cc(C)on2)o1)N(C)C (centres undefined) | · | 6 | 3 | -3 | 3 | -3 | 2 | -1 | 6
CCC(=O)Nc1nc2ccc3nc(C)sc3c2s1 | 9 | 7 | -6 | -1 | 1 | 4 | 16 | 0 | 1
CC(=O)Nc1ccc(NC(=O)[C@@H](NC(=O)c2ccccc2F)C(C)C)cc1 | 6 | -4 | 0 | 4 | 3 | -3 | 2 | -3 | 5
COc1ccccc1NS(=O)(=O)c1cccc(C(=O)NC2CCN(Cc3ccccc3)CC2)c1 | -9 | -5 | 7 | 0 | 0 | -4 | -2 | -4 | 0
Cc1cc(N(C)C)nc(Nc2ccccc2)n1 | · | -6 | 2 | 2 | -1 | 1 | 3 | -1 | -2
CC(C)(C)c1cc(NS(=O)(=O)c2ccc(Br)s2)no1 | -2 | -5 | 4 | 6 | -5 | 1 | 0 | 9 | -7
O=C(NNS(=O)(=O)c1ccccc1)c1cnn(-c2ccccc2)c1-n1cccc1 | 5 | -4 | 8 | 10 | 0 | 4 | 0 | 7 | 4
O=C1CN(c2nc3nonc3nc2N2CCCCC2)CCN1 | 6 | 6 | -2 | 5 | 1 | 2 | 8 | -2 | 0
COc1ccc(NC(=O)CSc2nnc3ccc(-c4ccncc4)nn23)cc1OC | 19 | -4 | -12 | 0 | 0 | -3 | 8 | 3 | -2
COCCn1c(-c2cccs2)csc1=Nc1cccnc1 | -5 | -3 | 16 | 10 | 2 | 2 | 8 | 4 | 5
Cc1cc(NC(=O)CSCC(=O)Nc2ccccc2OC(F)F)no1 | 7 | -1 | 5 | 5 | 0 | -4 | 5 | 5 | 0
COc1ccccc1NS(=O)(=O)c1cccc(C(=O)NNC(=O)c2ccc(O)c(Cl)c2)c1 | -1 | -3 | 0 | 5 | 3 | 6 | 1 | -1 | 2
O=S(=O)(NC(=NC1CCCCC1)c1ccccc1)c1ccc(F)cc1 | 4 | 0 | 20 | 0 | 2 | -5 | 6 | -1 | 7
CN(C)S(=O)(=O)c1cccc(NC(=S)N/N=C/C(c2ccccc2)c2ccccc2)c1 | 5 | -3 | -2 | 0 | -6 | 0 | 5 | 2 | -7
O=C(c1cc(F)ccc1F)C1CCCN(C(=O)CCCN2CCCCC2=O)C1 (centres undefined) | 9 | 0 | 7 | 5 | -1 | 13 | 5 | 2 | 5
Cc1ccc2nc(CSc3nnc(Cc4cccs4)n3C3CCCCC3)cc(=O)n2c1 | -3 | -4 | 0 | 6 | 0 | 0 | 0 | 5 | 0
Cc1cc(OCC(=O)OCC(=O)N2CCc3ccccc32)ccc1Cl | · | 0 | 1 | 16 | -4 | 7 | 10 | 2 | -6
COc1cc(OC)cc(C(=O)Nc2cccc(NC(=O)c3ccccc3)c2)c1 | -8 | -3 | -11 | 4 | -12 | -6 | -1 | 3 | -14
O=C(Cc1cccs1)N1CCN(S(=O)(=O)c2ccc(F)c(F)c2)CC1 | · | -4 | 11 | 8 | 1 | 3 | 4 | 9 | 8
Nc1nc2ncc(CNc3ccc(C(=O)N[C@@H](CCC(=O)O)C(=O)O)cc3)nc2c(=O)[nH]1 | 3 | -2 | 18 | -1 | 2 | 0 | 16 | 2 | 4
OCCNCC(O)Cn1ccc2ccccc21 (centres undefined) | -5 | 2 | 10 | 2 | 0 | -5 | 2 | 8 | -3
O=C(CCCOc1ccc(Cl)cc1Cl)n1nnc2ccccc21 | 4 | 6 | -2 | 0 | 0 | -11 | -3 | -5 | 1

Following part:
SMILES | GSTO1 inh | PAD4 FP inh | PREPL inhibitor | pPAFAH FP inh | LYPLA1 counter | PAFAH2 inh | PAFAH1B3 inh | PAFAH1B2 FP inh | LYPLA2 inh
CCCCNc1ncnc2c1cnn2-c1ccc(C)cc1C | 0 | 0 | 1 | 2 | 1 | -1 | 8 | 6 | -1
O=C(CSc1nncs1)Nc1ccc2c(c1)OCO2 | 13 | 3 | 3 | 1 | 4 | -9 | 3 | 0 | 13
CCC1=C(OC(=O)N(CC)CC)N2C(=O)OC(=NCCc3c[nH]c4ccccc34)[C@]2(Cc2ccccc2)[C@H]2C1=CC[C@H]1C(=O)N(c3ccccc3)C(=O)[C@H]12 | 5 | 0 | -3 | 10 | -4 | 2 | 2 | -5 | -2
CC1CC(C)CN(C(=O)C(C)N2CCN(S(=O)(=O)c3ccccc3F)CC2)C1 (centres undefined) | · | -5 | 20 | 2 | · | 6 | 10 | 14 | ·
O=[N+]([O-])c1ccc(Cl)cc1NCCCN1CCOCC1 | -1 | -2 | 3 | 2 | 0 | -2 | 4 | 1 | -1
CC(C)(C)c1ccc(C(=O)CSc2ncn[nH]2)cc1 | 21 | -1 | 11 | -1 | 2 | -7 | 0 | 1 | 4
CCOC(=O)Nc1ccc2c(c1)N(C(=O)CCN1CCN(CCO)CC1)c1ccccc1S2 | 1 | -6 | 3 | -4 | -1 | 2 | 7 | 3 | -1
O=C(Nc1ccc(F)cc1)N1CCCC(c2nc3c(nnn3Cc3ccccc3Cl)c(=O)[nH]2)C1 (centres undefined) | -3 | -3 | -11 | 1 | -4 | 7 | 9 | 0 | -3
Cc1ccccc1NS(=O)(=O)c1ccc(C(=O)NN2CCCCC2)cc1 | -2 | 2 | 13 | 10 | -1 | -6 | 0 | -3 | 4
Cc1nnc2n1N=CC=C(c1ccccc1)S2 | 12 | 1 | -6 | 1 | 3 | 5 | 5 | -2 | 3
COc1ccc(-c2nn(-c3ccccc3)cc2/C=C2/SC(=S)N(CCC(=O)O)C2=O)cc1 | -12 | 0 | 7 | 3 | 6 | 7 | 13 | 6 | 5
Cc1cc(S(=O)(=O)N2CCCCC2)ccc1OCC(=O)N1CCOCC1 | 5 | 3 | 8 | -3 | 1 | 1 | -10 | 2 | -2
COc1cccc(CN2CCN(Cc3c(C)nn(C(C)C)c3C)CC2CCO)c1 (centres undefined) | 4 | 4 | 12 | 0 | 3 | 2 | 5 | 0 | 6
COC(=O)c1ccc(NS(=O)(=O)c2cccc3cccnc23)cc1 | 3 | -5 | 11 | 6 | 1 | 1 | 2 | 1 | -3
Cc1ccccc1CN1C(=O)[C@@H]2Cc3c([nH]c4ccccc34)C(C)(C)N2C1=O | -22 | 2 | 6 | 3 | -2 | -6 | 6 | 4 | 1
CN(Cc1ccccc1)C(=O)COC(=O)c1cc(Cl)nc(Cl)c1 | 8 | 2 | -18 | 0 | 0 | 5 | -1 | 0 | 7
Cc1ccc(Nc2nc3ccccc3s2)cc1 | 1 | 4 | 18 | 7 | -3 | -1 | 4 | 1 | -5
Cc1ccc(-c2noc(CCC(=O)NCCc3ccccc3Cl)n2)cc1 | 1 | -4 | -88 | 9 | 1 | -2 | 6 | 5 | -1
